EPAC1 agonist: EPAC1 (human) agonism. O95398. EPAC1 agonist qHTS, biochemical assay; response scale: 100% = response to 6.5 mM cAMP. 360,000 compounds, 0.073% hits. Potency, µM (doses to about 154 µM), for inactives: at the highest dose activation, actives largely listed as activators; note: potency is the fitted concentration of half-maximal effect; nearly all actives have a fitted effect of over 60% in size
Target sequence (O95398 whole entry, looked up): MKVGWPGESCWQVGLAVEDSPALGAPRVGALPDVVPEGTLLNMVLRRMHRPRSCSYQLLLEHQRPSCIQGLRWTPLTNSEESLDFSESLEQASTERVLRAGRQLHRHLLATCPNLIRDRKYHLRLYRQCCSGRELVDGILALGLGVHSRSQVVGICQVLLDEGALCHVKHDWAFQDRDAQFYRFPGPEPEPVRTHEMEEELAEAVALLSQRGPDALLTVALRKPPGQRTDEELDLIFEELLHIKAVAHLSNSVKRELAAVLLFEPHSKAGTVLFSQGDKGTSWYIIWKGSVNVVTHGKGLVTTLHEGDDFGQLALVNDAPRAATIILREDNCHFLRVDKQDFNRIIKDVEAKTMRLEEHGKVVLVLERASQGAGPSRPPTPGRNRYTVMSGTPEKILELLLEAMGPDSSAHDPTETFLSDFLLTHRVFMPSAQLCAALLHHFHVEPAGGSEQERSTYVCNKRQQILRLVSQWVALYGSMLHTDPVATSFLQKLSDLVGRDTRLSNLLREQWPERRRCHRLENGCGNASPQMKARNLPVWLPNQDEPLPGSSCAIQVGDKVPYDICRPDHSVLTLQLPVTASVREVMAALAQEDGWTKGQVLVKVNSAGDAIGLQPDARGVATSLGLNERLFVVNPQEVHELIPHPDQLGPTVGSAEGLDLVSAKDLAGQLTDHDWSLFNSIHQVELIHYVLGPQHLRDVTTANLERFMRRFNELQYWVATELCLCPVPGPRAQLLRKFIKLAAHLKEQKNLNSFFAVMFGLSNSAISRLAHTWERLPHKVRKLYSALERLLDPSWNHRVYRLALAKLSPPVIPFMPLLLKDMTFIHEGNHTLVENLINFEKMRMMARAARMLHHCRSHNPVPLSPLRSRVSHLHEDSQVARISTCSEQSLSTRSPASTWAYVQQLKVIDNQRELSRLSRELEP
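Nucleotide exchange by EPAC1 (100 nM) on Rap1B–BODIPY-GDP (250 nM) in the presence of 50 uM GDP is tracked fluorescently at 480/540 nm over 30 min. Signals are normalized to a 6.5 mM cAMP control.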
FUS yeast rescue: FUS proteinopathy suppression in yeast; S. cerevisiae FUS-expressing, growth rescue, OD600, 24 h; 390,000 compounds, 0.24% hits; Potency, µM (top dose mostly 76.6 µM), for the others: top-dose growth rescue (activation), actives largely listed as activators;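 note: potency is the fitted concentration of half-maximal effect; plate controls were DMSO vehicle for no effect and reference control for full effect; nearly all actives have a fitted effect of over 55% in size; some results filed as inactive show a strong effect at the top dose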
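Restored growth of FUS-toxic S. cerevisiae, read as 600 nm absorbance after 24 h at 30C in galactose medium (starting OD 0.005). Controls CP55940 and DMSO.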
EPAC1 antagonist: EPAC1 (human) antagonism; O95398; EPAC1 GEF assay, Rap1b-BODIPY-GDP exchange fluorescence; Potency, µM (series often up to 115 µM), without a hit: top-dose activity change, negative = inhibition, usual class: inhibitors; 360,000 compounds, 0.14% hits; AID 720709;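 note: potency is the fitted concentration of half-maximal effect; plate controls were vehicle for no effect and positive control for full effect; nearly all actives have a fitted effect of over 50% in size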
WRN helicase inh: WRN helicase (human) inhibition. Q14191. WRN helicase unwinding, fluorescent forked duplex, kinetic. Potency, µM (series often up to 114 µM), for the others: top-dose activity change, negative = inhibition, hits mostly inhibitors. 360,000 compounds, 0.46% hits; note: potency is the fitted concentration of half-maximal effect; % is set by controls: 0 for no effect and ±100 for the full control effect; nearly all actives have a fitted effect of over 55% in size
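WRN at 20 nM final was preincubated with compound for 15 min at room temperature; reaction started with 100 nM forked duplex oligonucleotide carrying fluorophore and quencher plus 2 mM ATP (final). Unwinding followed kinetically by red fluorescence (ex 525/em 598 nm).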
aSyn rescue: inhibitors of alpha-synuclein toxicity in yeast; Yeast expressing alpha-synuclein, growth rescue, BacTiter-Glo, 24 h; Potency, µM (series often up to 46.1 µM), without a hit: at the top dose growth rescue (activation), usual class: activators; 370,000 compounds, 0.14% hits; note: potency is the fitted concentration of half-maximal effect; % of control where 0% means no effect; nearly all actives have a fitted effect of over 65% in size
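Screening used galactose-induced yeast with toxic alpha-synuclein levels, exposed to compound for 24 hr at 30 deg C. Cell growth, read with BacTiter-Glo luminescence, gave the measured signal.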
Abeta rescue: A-beta toxicity reversal in yeast; AID 1347071; yeast expressing A-beta42, growth rescue, OD600, 48 h; response scale: 0% DMSO, 100% iron-clioquinol control; 410,000 compounds, 0.063% hits; Potency, µM (doses to about 46.1 µM), for inactives: at the top dose growth rescue, actives largely listed as activators; note: potency is the fitted concentration of half-maximal effect; nearly all actives have a fitted effect of over 55% in size
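Yeast A-beta toxicity model in growth medium with pinned compounds, 48 h at 30 C; growth read as absorbance at 600 nm. Normalized to FeCl3/clioquinol equimolar mix (positive) and DMSO (negative).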
PI5P4Ka inh: blocks human PI5P4K alpha kinase activity. max response, %. AID 652105. 330,000 compounds, 1.2% hits. PI5P4Kalpha enzyme, ADP-Glo luminescence, 60 min; stronger effect = lower value. P48426; active = max response of -50% or lower; inconclusive = between -30% and -50%; inactive = -30% or higher; note: value at the top dose of about 77 µM; % is set by controls: 0 for no effect and ±100 for the full control effect
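ADP-Glo luminescence end-point read after a 60 min room-temperature kinase reaction of PI5P4Kalpha plus substrate, initiated with ATP at 5 microM final. Buffer: 0.038 M HEPES pH 7.4, EGTA, 0.1% CHAPS, 5% DMSO.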
IL-2 act: activators of IL-2. IL-2 activation reporter assay, cell-based qHTS; stimulated with anti-CD3/CD4/CD28 beads; in transgenic mouse T cells. activation, % (series mostly up to about 46 µM). 360,000 compounds, 0.065% hits; in the data active = activation above about 50%; inconclusive = mostly about 30% to 49%; note: 0% is about no effect
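Readout: EGFP and DsRed signals by fluorescent plate cytometry. Unstimulated transgenic mouse T cells received compound 60 min before antibody-bead stimulation, then incubated 18 h at 37 degrees C.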
PLK1 PBD block: blocks phosphopeptide binding to human PLK1 polo-box domain | 360,000 compounds, 2.8% hits | AID 720504 | Potency, µM, for inactives: max response, negative = inhibition, usual class: inhibitors | Plk1 PBD binding of FITC phosphopeptide, fluorescence polarization | P53350; note: potency is the fitted concentration of half-maximal effect; series mostly up to about 57 µM; % is set by controls: 0 for no effect and ±100 for the full control effect; nearly all actives have a fitted effect of over 65% in size
* = called active by the depositor; ? = inconclusive; · = not tested or not shown; [ ] = another dose, or the depositor's remark. Unless noted, calls come from the whole dose curve; as a rule, active = well fitted curve in the direction sought with a large enough effect; inconclusive = small, poorly fitted or top-dose-only effect, or another doubt; inactive = no such curve, though single readings can be large; an effect the other way counts as inactive or inconclusive.

SMILES | EPAC1 agonist | FUS yeast rescue | EPAC1 antagonist | WRN helicase inh | aSyn rescue | Abeta rescue | PI5P4Ka inh | IL-2 act | PLK1 PBD block
COc1ccc(-c2nc(N)nc(C(F)(F)F)c2-c2csc(C)n2)c(O)c1 | -11.3% | 10.7% | -5.3% | -5.2% | -0.1% | -8.8% | 0.0 | -0.1 | -3.3%
O=C(CSc1ccc(Cl)cc1)Nc1ccccc1N1CCN(C(=O)c2ccccc2)CC1 | 11.0% | 5.2% | -10.2% | -16.2% | 25.3% | -5.5% | -5.0 | 0.6 | -18.0%
COc1ccc(Cl)cc1NC(=O)CN(c1ccccc1)S(=O)(=O)N(C)C | 7.6% | 5.8% | -5.2% | -26.4%[57.1 µM] | 19.6% | 12.7% | 2.1 | 0.4 | -1.4%
O=C(CSc1ccccn1)Nc1nc2ccc(Br)cc2s1 | 24.2% | -3.0% | 15.7% | 10.6% | -0.5% | 7.6% | · | -2.7 | -6.3%
O=C(NNS(=O)(=O)c1ccccc1C(F)(F)F)c1cc2ncc(C(F)(F)F)cc2s1 | 0.5% | 30.7% | 6.2% | -8.7% | -2.2% | 0.8% | 1.2 | -0.1 | -13.8%
O=[N+]([O-])c1cc(/C=N/NC(=S)Nc2ccccc2Cl)ccc1Cl | -3.1% | 42.7% | 0.3% | 3.0% | 6.1% | 1.6% | -7.5 | -1.0 | 5.8%
O=C(c1ccccc1NS(=O)(=O)c1ccccc1)N1CCCCCC1 | 0.5% | 5.6% | -20.7% | -7.5% | -10.1% | 18.1% | 0.9 | 0.9 | 0.9%
O=C(NCc1cccnc1)c1noc2c1CCCCC2 | 4.2% | 8.2% | -3.4% | -2.2% | -0.4% | -9.3% | · | 1.3 | -0.2%
CCN(CC)c1nc2c(s1)C(=O)CC(C)(C)C2 | -1.8% | -8.8% | -3.1% | 3.4% | -0.7% | -14.0% | -5.7 | 0.7 | -6.0%
CC(=O)c1ccccc1NS(=O)(=O)c1ccc2c(c1)CC(=O)N2 | 3.6% | 37.4% | -2.1% | -5.7% | -0.3%[1.84 µM] | 0.9% | -1.8 | 0.0 | 4.1%
CSc1ncc(C(=O)Nc2ccccc2Cl)c(C)n1 | 12.5% | 16.3% | 0.7% | -1.4% | -6.6% | -5.6% | 3.0 | -3.2 | 2.4%
CC(CCn1cccn1)NC(=O)CCc1nnc(CCc2ccccc2)o1 (stereo unspecified) | 2.4% | -2.3% | 10.7% | 6.7% | 0.5% | 3.9% | -0.7 | -1.1 | 1.4%

Sorted by value in IL-2 act (highest first): three of the compounds above.
SMILES,EPAC1 antagonist,WRN helicase inh,PI5P4Ka inh,IL-2 act,PLK1 PBD block
O=C(c1ccccc1NS(=O)(=O)c1ccccc1)N1CCCCCC1,-20.7%,-7.5%,0.9,0.9,0.9%
O=C(NNS(=O)(=O)c1ccccc1C(F)(F)F)c1cc2ncc(C(F)(F)F)cc2s1,6.2%,-8.7%,1.2,-0.1,-13.8%
CSc1ncc(C(=O)Nc2ccccc2Cl)c(C)n1,0.7%,-1.4%,3.0,-3.2,2.4%

Next structures.
SMILES | EPAC1 agonist | FUS yeast rescue | EPAC1 antagonist | WRN helicase inh | aSyn rescue | Abeta rescue | PI5P4Ka inh | IL-2 act | PLK1 PBD block
O=C(NCc1ccccc1)/C(NC(=O)c1ccccc1)=C(/Sc1ccccn1)c1ccccc1 | -12.1% | 29.3% | -2.3% | -4.5% | 6.8% | 10.9% | -7.2 | 0.4 | -6.2%
COc1cc(/C=C2\C(=O)NN(c3ccc(C)cc3)C2=O)cc([N+](=O)[O-])c1O | -7.6% | 22.4% | -8.9% | ? | -7.0% | 0.4% | -53.8* | -0.1 | ?
Nc1c(C(=O)c2ccc(Cl)cc2)sc2c1c(=O)[nH]c(=O)n2-c1ccccc1 | 1.9% | 19.7% | -13.0% | 9.0% | -4.9% | -5.7% | -7.8 | -1.3 | -8.9%
Cc1cc(C)c2c3c(c(-c4ccccc4)n2n1)c(=O)n(C)c(=O)n3C | 8.6% | -1.4% | -7.4% | -26.1% | -5.1% | -13.0% | 1.0 | -0.7 | -5.6%
COc1cccc(NC(=O)CCNC(=O)c2ccccc2Cl)c1 | 3.2% | 19.1% | ? | -28.6% | -1.2% | -12.3% | 1.8 | 1.1 | -10.4%
O=[N+]([O-])c1ccccc1OC/C(=N\O)c1ccccc1 | 5.9% | -7.0% | 1.8% | 9.3% | 11.9% | -8.5% | -2.3 | 0.1 | -5.4%
COc1ccc(/C=N/NC(=O)c2cccnc2)cc1CN1CCN(c2ccc(F)cc2)CC1 | 4.5% | -10.6% | -1.4% | -0.4% | 1.9% | 7.0% | 0.5 | 1.9 | -3.1%
O=C(/C=C/c1cccc([N+](=O)[O-])c1)N1CCN(S(=O)(=O)c2cccs2)CC1 | 9.7% | 72.9% | 6.2% | 2.2% | -13.8% | 3.1% | -2.6 | -1.9 | ?
Cc1ccc(/C=N/Nc2ccc(Cl)nn2)cc1 | -1.4% | -18.0% | -20.3% | 2.4% | -2.9% | · | -2.3 | 0.2 | -11.9%
O=C(NCCN1CCN(c2ccccc2)CC1)c1cccn2c(=O)c3cc(Cl)ccc3nc12 | -2.3% | 8.0% | 10.1% | 1.4% | -6.8% | 17.8% | · | -3.2 | -3.1%
COc1ccc(OC)c(/C=C/C(=O)OCC(=O)N2CCCC2)c1 | -0.5% | -5.8% | -3.0% | 5.6% | -2.6% | 3.1% | 7.4 | -0.1 | 0.8%
CC1CN(C(=O)c2ccc3c(c2)OCO3)CC(C)O1 (stereo unspecified) | 0.8% | -5.0% | 7.3% | -6.4% | 6.3% | 6.2% | -8.3 | -0.3 | 0.9%
CCOC(=O)c1nc(Nc2ccc(N3CCC(C)CC3)cc2)c2ccccc2n1 | -1.3% | 11.3% | -14.9% | -11.7% | -18.3% | 2.0% | 3.1 | -2.7 | 3.0%
COC(=O)c1c(-c2ccccc2OC)sc2ccccc12 | 17.4% | 10.6% | -23.1% | -0.9% | -7.7% | 17.6% | 14.2 | 0.3 | -1.9%
CC1CCCCC12NC(=O)N(CC(=O)Nc1ccc3c(c1)OCCCO3)C2=O (stereo unspecified) | -6.9% | -2.8% | -4.5% | 0.1% | -2.0% | -12.9% | -4.7 | -0.1 | -1.9%
Cc1ccc(NC(=O)COC(=O)COc2ccc(Cl)cc2C)c([N+](=O)[O-])c1 | -5.1% | · | -14.7% | -3.9% | -3.9% | ? | 12.7 | -0.1 | -0.4%
Cc1ccc(C)c(S(=O)(=O)N2CCCC2CNC(=O)C(=O)NC2CCCC2)c1 (stereo unspecified) | -1.9% | 5.2% | -13.9% | -6.8% | 1.3% | 9.2% | -0.1 | -2.0 | 0.5%
COc1ccc(Nc2cc(=O)oc3ccccc23)cc1 | 6.4% | 10.4% | -8.8% | -19.2% | -2.9% | -5.5% | 4.9 | -0.2 | -6.9%
O=C(Nc1c(C(=O)N2CCC(N3CCCCC3)CC2)oc2ccccc12)c1ccc(F)cc1 | 6.4% | 15.8% | -6.9% | -4.1% | 14.9% | 1.0% | 7.4 | -1.2 | -5.7%
CCCCOc1ccc(C(=O)N/C(=C\c2ccc([N+](=O)[O-])cc2)C(=O)OCc2ccco2)cc1 | 4.0% | 8.6% | 10.1% | -4.1% | -2.6% | -10.9% | -8.1 | 0.0 | -1.6%
CC(C)CC(CC(C)C)=NNC(=O)c1ccc2c(c1)OCO2 | -10.4% | 26.3% | -15.2% | -5.0%[57.1 µM] | 2.5% | 3.5% | 3.1 | 0.2 | 4.9%
CC(C)c1nnc(NC(=O)COC(=O)/C=C/c2ccc([N+](=O)[O-])cc2)s1 | -6.6% | 14.8% | -3.9% | 3.0% | -0.6% | -1.5% | -1.6 | -1.5 | -1.6%
OCCN1CCN(c2nc3ccccc3nc2-c2ccccc2)CC1 | -14.2% | -20.9% | 18.2% | 3.0% | -4.7% | 9.9% | 3.1 | 0.4 | 3.0%
Cc1ccc(-n2ncc3c(=O)n(-c4ccc(C)c(C)c4)c(C)nc32)cc1 | 6.5% | 6.7% | -5.9% | -10.6% | -1.7% | -4.3% | -0.3 | 1.8 | -13.4%

Limited to IL-2 act, PI5P4Ka inh and Abeta rescue, for some of the entries so far:
SMILES | IL-2 act | PI5P4Ka inh | Abeta rescue
OCCN1CCN(c2nc3ccccc3nc2-c2ccccc2)CC1 | 0.4 | 3.1 | 9.9%
Cc1ccc(NC(=O)COC(=O)COc2ccc(Cl)cc2C)c([N+](=O)[O-])c1 | -0.1 | 12.7 | ?

(further entries)
SMILES | EPAC1 agonist | FUS yeast rescue | EPAC1 antagonist | WRN helicase inh | aSyn rescue | Abeta rescue | PI5P4Ka inh | IL-2 act | PLK1 PBD block
NC(=O)c1c(NC(=O)CN2CCOCC2)sc2c1CCC2 | -4.8% | -2.7% | 2.6% | 1.7% | -8.7% | -10.8% | 3.6 | 0.7 | -13.5%
COC(=O)C1=CN(c2ccc(F)cc2)C=C(C(=O)OC)C1c1cccc([N+](=O)[O-])c1 | 8.1% | 10.7% | -14.7% | -9.0% | -7.2% | -21.0% | 2.4 | 0.2 | -10.9%
CC1CCCCN1CCNC(=O)c1ccc2c(c1)N(Cc1cccc(Cl)c1)C(=O)c1ccccc1S2=O (stereo unspecified) | -0.1% | 2.9% | -10.3% | 2.1% | 0.8% | 2.8% | 3.2 | -2.0 | -1.7%
CCOc1ccc2ccccc2c1/C=N/NC(=O)c1ccc(C)nc1 | 4.9% | -21.4% | 13.7% | 4.6% | -1.2% | 9.6% | -4.5 | 1.3 | -3.2%
CC(C)(C)c1nnc(NC(=O)CCn2cnc3ccccc3c2=O)s1 | -2.4% | -4.1% | 4.0% | 2.6% | 5.3% | 8.0% | -2.3 | -0.6 | 2.7%
C=CCn1ccc(O)c(Cc2ccc(Cl)cc2)c1=O | 13.0% | -9.5% | 8.3% | 4.9% | 0.8% | -7.7% | -5.2 | -1.6 | -6.2%
COCCNC(=O)C(=O)NCC1OCCN1S(=O)(=O)c1cc(F)ccc1F (stereo unspecified) | 2.7% | 3.9% | -19.4% | 2.8% | -3.8% | 5.3% | 1.3 | -1.8 | -6.5%
